GSTO1 counter: counter-screen for RBBP9 inhibitors: inhibitors of human GSTO1; AID 1974; P78417; 1.1% of 300,000 active; inhibition, % at 5.96 µM; recombinant GSTO1, activity-based probe fluorescence polarization;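 active means inhibition above the campaign mean inhibition plus 3 SD, cut at about 35% in these data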;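 further: 0% = GSTO1-1 with DMSO and 100% = wells lacking GSTO1-1 enzyme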
Target sequence (P78417 whole entry, looked up): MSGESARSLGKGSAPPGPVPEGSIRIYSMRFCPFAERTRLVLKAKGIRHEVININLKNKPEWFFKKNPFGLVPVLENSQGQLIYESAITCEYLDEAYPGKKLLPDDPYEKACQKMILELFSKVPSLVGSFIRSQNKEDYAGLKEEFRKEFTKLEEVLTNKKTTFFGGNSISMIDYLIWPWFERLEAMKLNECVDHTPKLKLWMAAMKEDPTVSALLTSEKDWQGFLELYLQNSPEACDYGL
MCL1-BIM inh: MCL1-BIM-BH3 interaction inhibition (human); Q07820; AID 2057; GST-MCL1 / FITC-Bim-BH3 fluorescence polarization; 0.68% of 320,000 active; inhibition, % at 10.9 µM;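 active means inhibition above the mean inhibition of all tested compounds plus 3 SD, set per campaign, cut at about 40% in these data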;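 further: 0% = DMSO wells and 100% = unlabeled Bim-BH3 peptide control; higher means more loss of mP so more displacement of Bim peptide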
Fam108B counter: blocks mouse Fam108B hydrolase in RBBP9 counter-screen. recombinant Fam108B, FP-Rh probe fluorescence polarization. inhibition, % at 9.51 µM. 0.33% of 300,000 active;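 active means inhibition above the screen mean inhibition plus 3 SD, computed separately per campaign, cut at about 18% in these data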;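 further: inhibitors lower polarization as less probe binds the enzyme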
MEX-5 binding: C. elegans MEX-5 TCR-2 RNA binding activity. MEX-5/FITC-TCR2 RNA binding, fluorescence polarization; stronger effect = lower value. 0.38% of 300,000 active. Q9XUB2. activity score (negative = inhibition of binding), % at 10 µM;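 active means inhibition past about -25% in most replicates, and total fluorescence under double the plate's negative control median, limit read from the data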;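 further: 0% = DMSO and -100% = 5 µM competing unlabeled TCR2 RNA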
PAD4 inh: blocks human protein arginine deiminase 4; Q9UM07; recombinant PAD4, RCA probe fluorescence polarization; inhibition, % at 6.36 µM; 0.41% of 330,000 active;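 active means percent inhibition above a cutoff equal to the mean of all tested compounds plus 3 SD, cut at about 15% in these data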;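 further: 0% = PAD4 with RCA probe and DMSO and 100% = probe without PAD4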
Target sequence (Q9UM07 whole entry, looked up): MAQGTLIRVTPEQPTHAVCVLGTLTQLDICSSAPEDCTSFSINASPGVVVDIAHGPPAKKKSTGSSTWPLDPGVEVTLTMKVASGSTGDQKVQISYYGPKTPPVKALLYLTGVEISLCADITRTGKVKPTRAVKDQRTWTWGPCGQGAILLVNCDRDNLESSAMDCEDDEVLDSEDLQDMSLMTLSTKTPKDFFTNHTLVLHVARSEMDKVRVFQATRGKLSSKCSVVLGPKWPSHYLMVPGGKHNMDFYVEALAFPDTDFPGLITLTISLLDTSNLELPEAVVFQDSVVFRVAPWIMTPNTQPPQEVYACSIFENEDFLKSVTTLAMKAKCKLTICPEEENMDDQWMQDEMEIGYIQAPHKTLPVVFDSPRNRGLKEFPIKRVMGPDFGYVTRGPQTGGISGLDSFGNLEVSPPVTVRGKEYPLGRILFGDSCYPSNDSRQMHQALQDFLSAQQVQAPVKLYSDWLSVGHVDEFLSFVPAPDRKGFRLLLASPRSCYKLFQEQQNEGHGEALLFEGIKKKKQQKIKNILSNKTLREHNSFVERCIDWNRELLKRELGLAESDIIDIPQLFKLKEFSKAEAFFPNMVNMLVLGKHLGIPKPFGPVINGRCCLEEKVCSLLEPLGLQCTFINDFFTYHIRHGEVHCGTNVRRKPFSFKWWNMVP
PME-1 inh: blocks human protein phosphatase methylesterase 1. Q9Y570. recombinant PME-1, FP-Rh probe fluorescence polarization. inhibition, % at 5.9 µM. 0.53% of 320,000 active;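 active means inhibition above the campaign mean of all compounds plus 3 SD, cut at about 26% in these data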;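 further: competitive labeling of PME-1 active site by serine hydrolase directed probe; 0% = PME-1 with DMSO and 100% = wells lacking PME-1 enzyme; inhibitors block probe labeling so polarization falls and inhibition rises; many of its hits are not listed in these tables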
TPT1 inh: C. albicans TPT1 enzyme inhibition. inhibition, % at 5 µM. 0.81% of 300,000 active. recombinant caTPT1, FP RNA substrate dephosphorylation. AID 1962;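 active means inhibition above the mean of all tested compounds plus 3 SD, set per screening campaign, cut at about 24% in these data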;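 further: plate controls were DMSO alone for no effect and ferristatin control at 100 nM for full effect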
GLD-1 RNA inh: GLD-1-TGE RNA interaction inhibition (C. elegans); purified GLD-1 + fluorescein TGE RNA, fluorescence polarization; inhibition, % at 5.96 µM; 0.44% of 320,000 active; AID 2280;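 active means percent inhibition above a per-plate cutoff, the plate mean of test compounds plus 3 SD, cut at about 30% in these data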;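 further: 0% = DMSO wells with GLD-1 and probe and 100% = wells lacking GLD-1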
Bcl-xL primary: inhibitors of human Bcl-xL. Q07817. GST-Bcl-xL / FITC-Bim BH3 peptide fluorescence polarization. inhibition, % at 10.9 µM. 0.7% of 320,000 active;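 active means inhibition above the mean of all tested compounds plus 3 SD, cutoff set per campaign, cut at about 30% in these data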;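 further: 0% = DMSO wells and 100% = unlabeled Bim-BH3 peptide competitor; inhibitors lower millipolarization by displacing the labeled peptide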
* = called active by the depositor; · = not tested or not shown.

Labels used below – A = GSTO1 counter; B = MCL1-BIM inh; C = Fam108B counter; D = MEX-5 binding; E = PAD4 inh; F = PME-1 inh; G = TPT1 inh; H = GLD-1 RNA inh; I = Bcl-xL primary
1) Cc1ccc(C(=O)Nc2cc(C(F)(F)F)ccc2N2CCCCC2)cc1[N+](=O)[O-]
  A: 1	B: -7	C: -2	D: 1.6	E: -1	F: 3	G: 0	H: -3	I: 5

2) COc1ccc(CCC(=O)Nc2ccc(S(=O)(=O)N3CCOCC3)cc2)cc1
  A: -7	B: 8	C: -2	D: -0.5	E: 6	F: 0	G: -1	H: -1	I: 7

3) OCC1(CCc2ccccc2)CCN(C/C=C/c2ccccc2)CC1
  A: 0	B: 10	C: -4	D: -0.9	E: 4	F: -3	G: -3	H: 0	I: 5

4) CCN(CC)CCN(C(=O)CCOc1ccccc1)c1nc2c(F)cc(F)cc2s1
  A: 5	B: -3	C: 2	D: -0.2	E: -4	F: 0	G: -3	H: -2	I: 4

5) Cc1ccc(NC2=NCC(=O)N2Cc2ccc3c(c2)OCO3)c(C)c1
  A: -6	B: 4	C: 3	D: -3.6	E: 6	F: 1	G: -5	H: 4	I: 4

6) CC(C(=O)O)c1ccc(CC2CCCC2=O)cc1 (configuration not stated)
  A: 2	B: -5	C: 1	D: -2.7	E: -1	F: 1	G: 0	H: 1	I: 0

7) COc1ccc(-c2sc(C(=O)c3ccc(Cl)cc3Cl)cc2CC(=O)O)cc1
  A: -1	B: 11	C: -2	D: -0.1	E: 2	F: 0	G: -5	H: 1	I: 13

8) Cc1cccc(NC(=O)c2cnc3sccn3c2=O)n1
  A: 5	B: 6	C: 0	D: -2.3	E: 2	F: 3	G: -2	H: 8	I: 1

9) O=C1c2ccccc2C(=O)N1CNc1ccccc1
  A: -5	B: 2	C: 2	D: 2.4	E: -2	F: -3	G: 0	H: 0	I: 7

10) COc1ccccc1NS(=O)(=O)c1cccc(N=C2N=C(N)c3ccccc32)c1
  A: -14	B: 9	C: -3	D: -0.4	E: -3	F: 17	G: 2	H: 2	I: 5

11) COc1cccc(NC(=O)c2nc(S(C)(=O)=O)ncc2Cl)c1
  A: -62	B: 1	C: 0	D: 0.6	E: -3	F: -4	G: -4	H: -5	I: 1

12) Cc1cc(C)n(-c2nc(-c3ccc(Cl)cc3)cs2)n1
  A: 6	B: 7	C: 5	D: -0.8	E: 0	F: -3	G: 1	H: 2	I: 2

13) Cc1ccc(S(=O)(=O)N2CCN(C(=O)c3n[nH]c(=O)c4ccccc34)CC2)c(C)c1
  A: ·	B: 2	C: ·	D: ·	E: -2	F: 6	G: ·	H: 4	I: 5

14) CC(OC(=O)c1nn(C(C)C)c(=O)c2ccccc12)C(=O)Nc1ncc(Cl)cc1Cl (configuration not stated)
  A: 3	B: -23	C: 4	D: 0.9	E: 3	F: 0	G: -2	H: -2	I: -4

15) COc1ccc2c(c1)C1NC(=S)NC(C)(O2)C1C(=O)Nc1ccc(Cl)cc1 (configuration not stated)
  A: 0	B: -9	C: 3	D: -0.4	E: -1	F: 0	G: -3	H: 2	I: -16

16) COc1ccc(N(C2=NCCCS2)S(=O)(=O)c2ccc(C(C)(C)C)cc2)cc1
  A: 8	B: -2	C: 1	D: 2.3	E: -1	F: -8	G: -1	H: -1	I: 8

17) O=C(Cc1ccc(Cl)cc1)NNc1c(F)c(F)cc(F)c1F
  A: -1	B: 1	C: -1	D: -1.0	E: 5	F: -2	G: 8	H: 4	I: 1

18) Oc1ccc2ccccc2c1CN1CCN(C/C=C/c2ccccc2)CC1
  A: 1	B: 7	C: 4	D: 1.2	E: -1	F: -1	G: 2	H: 2	I: 3

19) CC(C)N1C(=O)c2ccccc2C1C(=O)NCCc1ccccc1 (configuration not stated)
  A: -3	B: 0	C: 2	D: -0.6	E: 1	F: -6	G: -1	H: -7	I: 2

20) COc1cc(CN(C)CC(=O)c2[nH]c(C)c(C(C)=O)c2C)ccc1OC(F)F
  A: 7	B: -5	C: 3	D: 0.1	E: -2	F: 3	G: 0	H: -1	I: -3

21) Cc1ccc(S(=O)(=O)N(C)CC(=O)N/N=C/c2ccc(C)o2)cc1
  A: 16	B: 3	C: 0	D: -1.0	E: -2	F: -6	G: -6	H: 2	I: 5

22) Cc1nc(SCc2cccc(F)c2)c2oc3ccccc3c2n1
  A: 12	B: 1	C: -2	D: -1.1	E: 4	F: -4	G: 1	H: 7	I: -1

23) CC(=O)Nc1ccc(S(=O)(=O)NCCOc2ccc(Cl)cc2C)cc1
  A: 7	B: 4	C: 0	D: 1.4	E: -2	F: -3	G: -5	H: 2	I: 2

24) Cn1cc(SCC(=O)NC2CCCCC2)c2ccccc21
  A: 5	B: -2	C: -1	D: -0.6	E: -4	F: 7	G: -4	H: 2	I: -1

25) CN(c1ccccc1)S(=O)(=O)c1ccc(-c2ccccc2)cc1
  A: 3	B: 0	C: 0	D: 0.2	E: -3	F: -3	G: 1	H: 4	I: 2

4 entries drawn at random from those above, as already listed:
Labels used below – A = GSTO1 counter; B = MCL1-BIM inh; C = Fam108B counter; D = MEX-5 binding; E = PAD4 inh; F = PME-1 inh; G = TPT1 inh; H = GLD-1 RNA inh; I = Bcl-xL primary
1) Cc1ccc(C(=O)Nc2cc(C(F)(F)F)ccc2N2CCCCC2)cc1[N+](=O)[O-]
  A: 1	B: -7	C: -2	D: 1.6	E: -1	F: 3	G: 0	H: -3	I: 5

7) COc1ccc(-c2sc(C(=O)c3ccc(Cl)cc3Cl)cc2CC(=O)O)cc1
  A: -1	B: 11	C: -2	D: -0.1	E: 2	F: 0	G: -5	H: 1	I: 13

25) CN(c1ccccc1)S(=O)(=O)c1ccc(-c2ccccc2)cc1
  A: 3	B: 0	C: 0	D: 0.2	E: -3	F: -3	G: 1	H: 4	I: 2

23) CC(=O)Nc1ccc(S(=O)(=O)NCCOc2ccc(Cl)cc2C)cc1
  A: 7	B: 4	C: 0	D: 1.4	E: -2	F: -3	G: -5	H: 2	I: 2

(next part)
Labels used below – A = GSTO1 counter; B = MCL1-BIM inh; C = Fam108B counter; D = MEX-5 binding; E = PAD4 inh; F = PME-1 inh; G = TPT1 inh; H = GLD-1 RNA inh; I = Bcl-xL primary
26) Cc1sc(NC(=S)NC(=O)c2cccs2)nc1-c1ccc(CC(C)C)cc1
  A: 7	B: -5	C: -5	D: -0.3	E: 1	F: -1	G: -3	H: -1	I: 5

27) COc1cccc(CNC(=O)CSCc2cnn(-c3ccccc3)c2-n2cccc2)c1
  A: 3	B: 2	C: 0	D: 0.5	E: -5	F: 5	G: -4	H: 6	I: 1

28) CCOc1ccc(NC(=S)NC(=O)C2CCCC2)cc1
  A: 4	B: 11	C: 0	D: -2.0	E: -6	F: 3	G: -1	H: 2	I: 6

29) COc1ccc(C(=O)N(C)CC2CCN(CCc3cccc(C(F)(F)F)c3)CC2)cc1C
  A: 2	B: 7	C: 0	D: 1.0	E: 1	F: 3	G: -2	H: 1	I: 4

30) Cc1ccc(NS(=O)(=O)c2ccc3c(c2)C(=O)c2ccccc2C3=O)c(C)c1
  A: 10	B: 6	C: 9	D: ·	E: 4	F: 32*	G: -2	H: 2	I: 7

31) O=C(Cc1ccccc1)NNS(=O)(=O)c1ccccc1[N+](=O)[O-]
  A: -1	B: -4	C: 3	D: -2.2	E: -2	F: -3	G: -1	H: -4	I: 0

32) CC(=O)N1CCc2c(sc(NC(=O)Cc3ccc(C)cc3C)c2C#N)C1
  A: 11	B: 9	C: 1	D: 1.7	E: 0	F: -14	G: 2	H: 3	I: 4

33) CCOc1ccc2[nH]c(=O)c(CN(CCO)Cc3nnnn3CCc3ccccc3)cc2c1
  A: -5	B: 6	C: -1	D: -0.7	E: 0	F: -9	G: -5	H: 5	I: 13

34) CCOc1ccc(NC(=O)NCCCn2c(C)nc3cc(C)c(C)cc32)cc1
  A: 0	B: 8	C: 0	D: -1.6	E: -4	F: -3	G: -2	H: 6	I: 4

35) CCNC(=O)NC(=O)CSc1ccccc1F
  A: 4	B: 2	C: -6	D: 1.3	E: -1	F: 3	G: 0	H: 3	I: 9

36) O=C(NCCCn1ccnc1)NC(C(F)(F)F)C(F)(F)F
  A: -11	B: 1	C: -9	D: 0.3	E: 5	F: -5	G: -1	H: 7	I: 5

37) Cc1ccc(N2CC(C(N)=O)CC2=O)cc1C (configuration not stated)
  A: -4	B: -2	C: 6	D: 1.8	E: -4	F: 1	G: 1	H: 7	I: 1

38) CC(C)[N+](C)(C)CC#CC(O)(c1ccccc1)c1ccccc1
  A: 9	B: -16	C: 1	D: ·	E: -2	F: 3	G: -2	H: 5	I: -10

39) Cc1nn(C)cc1S(=O)(=O)NCc1ccccc1Cl
  A: -1	B: 1	C: -2	D: -0.8	E: 2	F: 8	G: -1	H: 7	I: -1

40) Cc1ccc(NC(=O)CSCC(=O)Nc2cccc3ncccc23)cc1
  A: -1	B: 6	C: 0	D: -0.5	E: 5	F: -3	G: -6	H: 7	I: 18

41) Cc1nn(-c2ccccc2C(F)(F)F)c(=O)c2noc(C)c12
  A: 2	B: 0	C: -1	D: ·	E: 2	F: 0	G: -2	H: -1	I: -1

42) O=S(=O)(c1cnc(Cl)c(Br)c1)N1CCc2ccccc21
  A: 45*	B: 2	C: -3	D: 0.6	E: 1	F: 5	G: -3	H: 1	I: -1

43) CCc1ccc(N(CC(=O)NC2CC2)S(=O)(=O)c2ccc(C)cc2)cc1
  A: 6	B: -3	C: -5	D: 2.0	E: 1	F: 22	G: -1	H: 4	I: 1

44) COC(=O)COc1ccc(S(=O)(=O)Nc2ccc(C(N)=O)cc2)cc1C
  A: -1	B: -6	C: 0	D: 1.0	E: -4	F: -1	G: 0	H: 2	I: 1

45) Cc1ccc(NC(=O)CN2C(=O)N/C(=C/c3ccc(N4CCOCC4)cc3)C2=O)cc1
  A: -6	B: -8	C: 6	D: -8.5	E: -2	F: 4	G: 9	H: -25	I: -1

46) COCCn1ccc2c(OCC(=O)Nc3cccc(NC(C)=O)c3)cccc2c1=O
  A: 0	B: 2	C: -1	D: 1.0	E: 0	F: -5	G: 0	H: -3	I: -1

47) CC(C)(C)c1ccc(S(=O)(=O)NCCc2ccncc2)cc1
  A: 1	B: -2	C: 0	D: 0.6	E: 6	F: 5	G: -5	H: 5	I: 5

48) N#C/C(=C\c1ccc(-c2cccc([N+](=O)[O-])c2)o1)C(=O)NCCN1CCOCC1
  A: -4	B: 4	C: 3	D: -1.1	E: 2	F: -1	G: 1	H: 5	I: -1

4 consecutive entries out of the list so far:
Labels used below – A = GSTO1 counter; B = MCL1-BIM inh; C = Fam108B counter; D = MEX-5 binding; E = PAD4 inh; F = PME-1 inh; G = TPT1 inh; H = GLD-1 RNA inh; I = Bcl-xL primary
45) Cc1ccc(NC(=O)CN2C(=O)N/C(=C/c3ccc(N4CCOCC4)cc3)C2=O)cc1
  A: -6	B: -8	C: 6	D: -8.5	E: -2	F: 4	G: 9	H: -25	I: -1

46) COCCn1ccc2c(OCC(=O)Nc3cccc(NC(C)=O)c3)cccc2c1=O
  A: 0	B: 2	C: -1	D: 1.0	E: 0	F: -5	G: 0	H: -3	I: -1

47) CC(C)(C)c1ccc(S(=O)(=O)NCCc2ccncc2)cc1
  A: 1	B: -2	C: 0	D: 0.6	E: 6	F: 5	G: -5	H: 5	I: 5

48) N#C/C(=C\c1ccc(-c2cccc([N+](=O)[O-])c2)o1)C(=O)NCCN1CCOCC1
  A: -4	B: 4	C: 3	D: -1.1	E: 2	F: -1	G: 1	H: 5	I: -1

These rows are one share of the data. The share of hits here may be higher or lower than overall.
